Source: PubChem BioAssay (The Scripps Research Institute Molecular Screening Center)
TEAD-YAP inh: TEAD-YAP interaction inhibition, primary screen, TEAD-YAP interaction inhibitor project, luminescence, HEK-TIYL cells | TEAD-Gal4/YAP UAS-luciferase luminescence | inhibition, % at 9.12 µM | 640,000 tested, 1.4% active | AID 1259422, 2018; in the data active = inhibition above about 32%;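 also: 0% = median of test compound wells and 100% = reference inhibitor wells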
MITF inh: MITF inhibitors, primary screen, biochemical, AlphaScreen, human | Microphthalmia-associated transcription factor (Homo sapiens), O75030 | AlphaScreen MITF homodimerization, bead proximity signal | inhibition, % at 2.6 µM | 650,000 tested, 0.91% active | AID 1259374, 2018; in the data active = inhibition above about 50%;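 also: 0% = vehicle wells with protein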
Target sequence (O75030 whole entry, looked up): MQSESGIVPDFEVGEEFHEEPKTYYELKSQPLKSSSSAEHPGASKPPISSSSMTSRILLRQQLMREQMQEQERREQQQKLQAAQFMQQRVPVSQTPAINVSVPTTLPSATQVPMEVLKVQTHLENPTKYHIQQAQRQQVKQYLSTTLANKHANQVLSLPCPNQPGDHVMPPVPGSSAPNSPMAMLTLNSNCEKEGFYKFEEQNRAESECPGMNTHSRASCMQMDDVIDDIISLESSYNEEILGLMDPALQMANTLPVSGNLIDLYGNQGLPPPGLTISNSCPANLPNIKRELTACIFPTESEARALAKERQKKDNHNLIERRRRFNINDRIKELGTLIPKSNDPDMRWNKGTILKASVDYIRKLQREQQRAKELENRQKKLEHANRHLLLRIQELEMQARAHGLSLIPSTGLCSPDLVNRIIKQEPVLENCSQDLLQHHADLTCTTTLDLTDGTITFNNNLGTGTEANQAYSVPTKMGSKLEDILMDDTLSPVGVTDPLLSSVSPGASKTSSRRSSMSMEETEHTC
GPR151 ag: activators of human GPR151, primary screen, cell-based, PathHunter beta-arrestin, luminescence; PathHunter beta-arrestin GPR151 cells; activation, % at 11.2 µM; 650,000 tested, 1% active; AID 1508602, 2020; in the data active = activation above about 4.9%;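 also: 0% = median of compound wells and 100% = cells with positive control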
FBW7 act: FBW7 E3 ligase activators, primary screen, biochemical, AlphaScreen, human | F-box/WD repeat-containing protein 7 (Homo sapiens), Q969H0 | normalized activity (activation), % at 26.1 µM | AID 1259310, 2017 | 650,000 tested, 0.13% active | AlphaScreen FBW7–phospho-cyclin E peptide binding, activator screen; in the data active = normalized activity above about 1.9%;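 also: purified mutant Fbw7 with reduced substrate affinity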
* hit, by the source's call; & = joins results of further samples. Hits appear at their usual frequency. About 3.5% of those tested had a hit in this group.

SMILES | TEAD-YAP inh | MITF inh | GPR151 ag | FBW7 act
CC[n+]1c(/C=C2\Sc3oc4ccccc4c3N2C)ccc2cc(C)ccc21 | 44* | 14 | -0.4 | 0.4
O=C(Nc1ccccc1[N+](=O)[O-])c1cc(Br)ccc1O | -10 | 4 | -0.4 | 0.1
CCOC(=O)c1c(-c2ccc(OC)cc2)csc1NC(=O)CSc1nc2sc3c(c2c(=O)n1-c1ccccc1)CCC3 | 6 | 3 | -0.9 | 0.6
CCC(C)NC(=O)CCc1c(C)nc2c(-c3ccc(F)cc3)c(C)nn2c1C (centres undefined) | 3 | -2 | -0.3 | 1.0
O=C(COC(=O)c1cncc(Br)c1)NC1CC1 | 2 | -9 | -0.6 | -0.1
CCc1ccccc1N(CC(=O)Nc1ccc(F)c(F)c1)S(C)(=O)=O | -11 | 1 | 6.7* | -0.2
CCN(c1ccccc1)S(=O)(=O)c1cc(C(=O)O)c(Cl)cc1Cl | -4 | 4 | 2.1 | -0.2
NC(=O)c1ccc(-c2nc(Nc3ccc(Oc4ccccc4)cc3)c3ncn(-c4ccsc4)c3n2)cc1 | 5 | 15 | 0.2 | 0.3
CCn1c(=O)c2cc(C(=O)N3CCCC3)sc2c2ccccc21 | 1 | -11 | 0.0 | 0.0
NC1=C/C(=N\S(=O)(=O)c2ccc(Br)cc2)c2ccccc2C1=O | 10 | 3 | -1.0 | -0.3

Only MITF inh, for some of the entries so far:
Molecule | MITF inh
O=C(COC(=O)c1cncc(Br)c1)NC1CC1 | -9
CCC(C)NC(=O)CCc1c(C)nc2c(-c3ccc(F)cc3)c(C)nn2c1C (centres undefined) | -2
CCn1c(=O)c2cc(C(=O)N3CCCC3)sc2c2ccccc21 | -11
CC[n+]1c(/C=C2\Sc3oc4ccccc4c3N2C)ccc2cc(C)ccc21 | 14

Other records follow:
SMILES | TEAD-YAP inh | MITF inh | GPR151 ag | FBW7 act
CN1C(=O)C(C)(C)c2cc(S(=O)(=O)N3CCN(Cc4ccccc4)CC3)ccc21 | 22 | 14 | 0.4 | 0.9
O=C(Nc1cc(-c2ccncc2)c[nH]c1=O)c1ccc2ccccc2n1 | 3 | -16 | -0.8 | 0.1
Cc1ccc(-n2nc3c(c2NC(=O)C2CCCCC2)CSC3)cc1 | 1 | 10 | -1.5 | 0.5
Nc1cc(Cl)ccc1N1CCN(C(=O)c2ccccc2)CC1 | -11 | -5 | -1.3 | -0.3
COc1ccc(/C=C2\SC(=O)N(CC(=O)NCCO)C2=O)cc1 | -13 | 19 | 0.4 | -0.1
CC1(C)CC(=O)C(C=NCCCn2ccnc2)=C(O)C1 | 7&4 | 13&-14 | -0.5&-0.3 | 0.1&-0.3
NC(=O)CN1C(=O)N2CCN=C2c2ccccc21 | -1 | 1 | 0.1 | 0.1
Cc1ccccc1C(=O)NC(C)c1nnc2n1CCN(Cc1ccnc3ccccc13)CC2 (centres undefined) | 6 | 2 | 0.6 | 0.0
COc1ccccc1C(=O)Nc1ccnn1C1CCN(Cc2ccc(Cl)s2)CC1 | 13 | 14 | -0.7 | 0.1
Cc1nccn1-c1c2c(c(C#N)c3nc4ccccc4n13)CCC2 | 4 | 4 | -0.6 | 0.0
O=c1[nH]c(C(F)(F)F)nc2c1ccc1ccccc12 | -4 | 24 | 2.7 | 0.7
CCCCCSc1nnc2c(n1)OC(c1ccc(C(=O)O)cc1)Nc1ccc(Br)cc1-2 (centres undefined) | -7 | 6 | 1.9 | -0.2
CCCC(C)C(=O)Nc1nc2c(s1)CCCC2 (centres undefined) | -53 | 14 | -0.2 | 0.0
Cc1cc(C)nc(SC2CCCCC2NS(=O)(=O)c2ccc(Cl)cc2)n1 (centres undefined) | 8 | 11 | -0.3 | 0.8
CC(C)N(C(=O)CSc1nnc(NC(=O)C2CCCCC2)s1)C(C)C | -15 | 4 | -0.6 | -0.1
NCCC12CC3CC(C1)CC(C(=O)O)(C3)C2 | 3 | -4 | 0.2 | 0.0
O=c1[nH]c(N2CCOCC2)nc2c1CCN(Cc1cccn1Cc1ccccc1F)C2 | -4 | 21 | -1.9 | 1.1
COc1ccc(Cn2c(SCC(=O)Nc3cccc(C(F)(F)F)c3)nc3ccsc3c2=O)cc1 | -5 | 9 | -0.5 | -0.1
COc1ccc(CN/C(C)=C/c2nsc(Nc3ccc(F)cc3)n2)cc1 | -8 | 15 | -0.5 | 0.0
O=C(Nc1cccc(I)c1)c1cccs1 | -17 | -18 | 0.9 | -0.1

Full records from above. Order of screens: TEAD-YAP inh, MITF inh, GPR151 ag, FBW7 act
COc1ccc(CN/C(C)=C/c2nsc(Nc3ccc(F)cc3)n2)cc1 is listed as -8, 15, -0.5, 0.0
O=C(Nc1cccc(I)c1)c1cccs1 is listed as -17, -18, 0.9, -0.1
O=c1[nH]c(C(F)(F)F)nc2c1ccc1ccccc12 is listed as -4, 24, 2.7, 0.7

The list goes on.
SMILES | TEAD-YAP inh | MITF inh | GPR151 ag | FBW7 act
Cc1cc(C)cc(OCc2ccc(C(=O)O)o2)c1 | 5 | -8 | -3.1 | -0.1
O=c1oc2cc(OCc3cccc(Cl)c3)ccc2c2ccccc12 | 10 | 3 | -0.2 | 0.1
CCOC(=O)c1c(NC(=O)c2ccccc2Br)sc(C(C)=O)c1C | 18 | -7 | 2.6 | 0.1
CCOC(=O)CSc1nc2c(c(-c3cccs3)c1C#N)CN(C)CC2 | -2 | 11 | 0.1 | -0.1
CCN(CC)S(=O)(=O)c1cccc(C(=O)OCc2ccccc2F)c1 | 2 | 4 | -0.3 | 0.2
c1ccc(CCNc2nccn3c(-c4cccs4)cnc23)nc1 | -2 | 17 | -2.3 | -0.8
CSc1nsc(SCC(=O)Nc2nonc2N)n1 | -1 | -14 | 2.7 | 0.1
CCOC(CCn1c(SCc2ccc(C)cc2)nc2ccccc2c1=O)OCC | -1 | -8 | -0.8 | -0.1
COc1ccc(Cc2nn[nH]n2)cc1OC | 5 | 4 | 1.3 | -0.1
O=C(Nc1ccc([N+](=O)[O-])cc1)C1CC(=O)N(c2ccc(Cl)cc2)C1 (centres undefined) | -7 | -5 | 2.2 | -0.1
COc1ccccc1NC(=O)CN1CCN(CC(=O)Nc2ccccc2Cl)CC1 | 5 | 5 | 0.2 | 0.0
CCCCN(C)C(=O)CSc1nc(NCc2ccccc2)c2ccccc2n1 | 1 | 4 | 0.8 | 0.0
C/C(=C/c1ccccc1)c1cc(C(=O)O)c2ccccc2n1 | -13 | 2 | 2.2 | -0.2
CC(NC(=O)C1CC1)c1nnc2n1CCN(Cc1ccccc1C(F)(F)F)CC2 (centres undefined) | 9 | 7 | -1.1 | 0.1
COc1ccc2nc(NC(=O)COC(=O)c3cc(=O)c4ccccc4o3)sc2c1 | 2 | 20 | -2.4 | 0.4
O=C(Nc1noc2ccccc12)c1cccc(F)c1 | -17 | -4 | -4.1 | 0.0
CCN(CC)c1ccc2c(C)c([N+](=O)[O-])c(=O)oc2c1 | 5 | 7 | -1.0 | 0.6
COCCCNC(=O)C1CCCN(c2nc3c(C)cc(C)cc3s2)C1 (centres undefined) | -15 | 4 | 0.4 | 0.1
COc1ccc(CNC(=O)c2ccc3nc(-c4ccc(OC)cc4)c(-c4ccc(OC)cc4)nc3c2)cc1 | 3 | 11 | -0.5 | 0.9
O=C(CSCCc1ccccn1)Nc1ccc(Cl)c(Cl)c1 | 1 | 4 | 1.3 | -0.1

Three entries out of the list, ordered by count of non-hydrogen atoms, largest number first.
SMILES | TEAD-YAP inh | MITF inh | GPR151 ag | FBW7 act
CCOC(=O)CSc1nc2c(c(-c3cccs3)c1C#N)CN(C)CC2 | -2 | 11 | 0.1 | -0.1
NC1=C/C(=N\S(=O)(=O)c2ccc(Br)cc2)c2ccccc2C1=O | 10 | 3 | -1.0 | -0.3
O=C(Nc1ccccc1[N+](=O)[O-])c1cc(Br)ccc1O | -10 | 4 | -0.4 | 0.1
